# PolyA inh = inhibitors of polyadenylation in S. cerevisiae | S. cerevisiae SKY197-pL101 polyadenylation reporter, beta-gal luminescence; efflux-impaired pdr1/pdr3 knockout yeast; score 100 = 6 SD above DMSO | calls only at 12 µM | 0.02% of 300,000 active | AID 1875;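 active = lowest replicate activity score at least 50, where 100 means six control SD above control mean; inconclusive = lowest score under 50 but half or more replicates reach 50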;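 note: yeast exposed to compound for 9 h at 30 °C; higher score means more reporter readthrough which indicates perturbed polyadenylation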
# RGS4 pot = RGS4 potentiation or activation; HEK293 M3R/inducible RGS4, carbachol calcium flux Fluo4; stronger effect = lower value; B-score at 10 µM; 0.92% of 310,000 active;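 active = B-score of the integrated calcium signal more than 4 SD below the library mean, with starting fluorescence not abnormally high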;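 note: negative B-score means reduced calcium response which marks RGS4 activation or potentiation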
#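 Material: M3R-expressing HEK293 line, RGS4 induced by doxycycline | Schedule: Overnight RGS4 induction, 30 min dye load 37 °C, 20 min compound RT | Measured by: Fluo4 fluorescence kinetic imaging of calcium | Read-out: Integrated calcium ratio converted to B score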
# KCNK9 inh = inhibitors of human KCNK9 two-pore domain potassium channel; Q9NPC2; HEK293 KCNK9, FluxOR thallium flux fluorescence; stronger effect = lower value; B-score at 10 µM; 1.2% of 310,000 active; AID 488922;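 active = ratio B-score over 3 SD below the library mean, with starting fluorescence within 5 SD of its mean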;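 note: negative B-score means less thallium flux so channel inhibition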
# KCNQ1 pot = potentiates or activates the human KCNQ1 potassium channel. CHO-K1 KCNQ1, thallium flux FluxOR fluorescence; stronger effect = higher value. B-score at 10 µM. 0.35% of 310,000 active. AID 2648;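 active = fluorescence ratio B-score, a plate-corrected score, at least three library SD, with initial intensity B-score within 5 SD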
#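 Assay system: CHO-K1 cells stably expressing KCNQ1; Medium: assay buffer with matched DMSO; Also added: K+/Tl+ depolarizing stimulus; Dosing: single dose; Timing: dye 90 min, compound 20 min, room temperature; Measured by: kinetic FluxOR thallium fluorescence, 10-s 1-Hz baseline, 110-s post-stimulus read; Read-out: peak-minus-minimum fluorescence over initial fluorescence, negative-control normalized, B-scored.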
# KCNK3 inh = human KCNK3 channel inhibition, primary screen; O14649; CHO-KCNK3 thallium flux, FluxOR fluorescence; stronger effect = lower value; B-score at 10 µM; 0.84% of 340,000 active;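 active = B-score under library mean minus 4 SD, starting fluorescence ratio at most library mean plus 5 SD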;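 note: more negative B-score means stronger inhibition of thallium flux through KCNK3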
# hERG rescue = compounds protecting human hERG from proarrhythmic drug block; CHO-hERG, FluxOR thallium flux, dofetilide IC70 present; Q12809; 0.51% of 310,000 active; activation (rescue from dofetilide block), less the hit threshold, % at 10 µM;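 active = activation above the mean of controls blocked by dofetilide plus 5 SD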;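 note: thallium influx through hERG after potassium depolarization seen as dye fluorescence rise; in these data hits start at about 4.7%; inactives centre near -7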
# GSK3beta inhib = inhibitors of human GSK3beta kinase; P49841; GST-GSK3beta kinase, ADP-Glo luminescence, 60 min; stronger effect = lower value; activity score (negative = inhibition), % at 10 µM; 0.038% of 300,000 active; AID 2097;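 active = more than half of replicate wells score below -50%, meaning over 50% inhibition versus plate controls; inconclusive = some replicates but at most half score below -50%; inactive = no replicate scores below -50%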;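 note: 0% = median DMSO wells and -100% = median GW8510 positive control wells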
#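 Assay system: GST-tagged human GSK3beta kinase, cell-free; Input: 1.6 ng GSK3beta; Medium: Tris/MgCl2 kinase buffer; Timing: 60 min enzyme reaction, room temperature; Signal: ADP-Glo luminescence quantifying ADP generated by kinase; Evaluation: score relative to plate controls; Benchmarks: DMSO neutral wells and GW8510 at 20 µM as positive.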
# HDAC3 inhib = inhibitors of human histone deacetylase 3; recombinant HDAC3, fluorogenic peptide/trypsin coupled, fluorescence; 0.15% of 320,000 active; inhibition, % at 8.3 µM; O15379; in the data active = inhibition above about 26%, passing the limit was not always enough; inconclusive = no clear call, values can overlap the other calls
# Target sequence (O15379 whole entry, looked up): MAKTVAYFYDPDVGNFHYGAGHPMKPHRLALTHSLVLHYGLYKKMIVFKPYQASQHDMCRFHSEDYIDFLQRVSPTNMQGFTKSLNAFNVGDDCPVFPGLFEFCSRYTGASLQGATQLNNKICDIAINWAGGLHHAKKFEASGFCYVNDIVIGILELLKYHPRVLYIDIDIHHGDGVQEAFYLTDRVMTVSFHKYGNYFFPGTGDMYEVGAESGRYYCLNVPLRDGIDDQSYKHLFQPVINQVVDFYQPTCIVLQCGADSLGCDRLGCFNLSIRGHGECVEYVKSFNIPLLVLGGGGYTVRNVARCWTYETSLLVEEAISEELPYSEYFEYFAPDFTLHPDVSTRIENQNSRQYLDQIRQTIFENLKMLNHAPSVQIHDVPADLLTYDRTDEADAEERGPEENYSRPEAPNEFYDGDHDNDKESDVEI
# KCNQ1 block = blocks the human KCNQ1 potassium channel | P51787 | CHO-K1 KCNQ1, FluxOR thallium flux fluorescence; stronger effect = higher value | B-score at 10 µM | 1.3% of 310,000 active;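 active = compounds whose thallium flux B-score, printed positive for inhibition, exceeds three library SD while starting fluorescence stays within three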;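 note: channel opened by potassium depolarization with thallium stimulus after 20 min compound exposure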
# GSK3 alpha inh = inhibitors of human GSK-3 alpha kinase. ADP-Glo luminescence, 60 min. inhibition, % at 10 µM. 0.1% of 320,000 active;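 in the data active = inhibition above about 50%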;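 note: GST-tagged GSK-3 alpha with peptide substrate and 25 µM ATP; 0% = DMSO neutral wells and 100% = GW8510 positive control wells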
# Target sequence (P49840 whole entry, looked up): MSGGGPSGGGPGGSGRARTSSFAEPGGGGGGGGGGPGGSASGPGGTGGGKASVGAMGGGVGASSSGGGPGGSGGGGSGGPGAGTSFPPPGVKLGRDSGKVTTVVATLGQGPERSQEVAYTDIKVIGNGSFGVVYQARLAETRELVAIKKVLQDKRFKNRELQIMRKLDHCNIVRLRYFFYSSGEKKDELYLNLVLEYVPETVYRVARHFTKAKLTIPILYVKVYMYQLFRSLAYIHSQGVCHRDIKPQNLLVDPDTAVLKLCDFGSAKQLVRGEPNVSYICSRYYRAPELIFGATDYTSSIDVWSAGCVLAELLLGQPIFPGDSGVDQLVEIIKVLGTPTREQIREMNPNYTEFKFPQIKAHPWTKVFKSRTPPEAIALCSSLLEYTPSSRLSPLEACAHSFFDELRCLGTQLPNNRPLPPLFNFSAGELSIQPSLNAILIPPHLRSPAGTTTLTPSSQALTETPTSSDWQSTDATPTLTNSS
# DYRK1A inh = Dyrk1A (rat) kinase inhibition; Q63470; inhibition, % at 12.5 µM; ADP-Glo luminescence, NFATc1 peptide; 0.43% of 310,000 active; in the data active = inhibition above about 50%;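 note: plate controls were vehicle with enzyme for no effect and no enzyme for full effect; many of its hits are not listed in these tables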
# * = called active by the depositor; i = inactive; ? = inconclusive; . = no result given. This is a subset; the hit share may differ from the screen's.
SMILES,PolyA inh,RGS4 pot,KCNK9 inh,KCNQ1 pot,KCNK3 inh,hERG rescue,GSK3beta inhib,HDAC3 inhib,KCNQ1 block,GSK3 alpha inh,DYRK1A inh
Oc1c(Br)cc(C=Nc2ccc3nc(-c4ccccc4)[nH]c3c2)c(O)c1Br,i,i,i,i,i,-26,4,-1,i,0,0
Nc1nnnn1/N=C\c1ccc(Cl)c([N+](=O)[O-])c1,i,i,i,i,i,-19,4,-2,i,-2,6
Cc1ccc2nc(-c3ccc(NC(=O)CN(c4ccccc4C)S(C)(=O)=O)cc3)sc2c1,i,i,i,i,i,-5,1,-2,i,-1,.
COc1ccc(OCCn2cncn2)cc1,.,i,i,i,i,-7,3,0,i,1,0
COc1ccc(N(CC(=O)N2CCOCC2)S(C)(=O)=O)cc1OC,i,i,i,i,i,-3,0,4,i,0,-5
O=C(NCc1cnc2ccccn12)C1CCC(=O)N(Cc2ccccc2F)C1 (stereo unspecified),i,i,i,i,i,-7,2,-6,i,3,-1
Cc1oc2ccc(O)c(CN3CCOCC3)c2c1C(=O)c1ccc(Cl)cc1,i,i,i,i,i,-19,1,5,i,9,9
O=C(NN=C1CCCC1)c1ccc(Br)cc1,i,i,i,i,i,-6,-3,-2,i,-3,0
NNC(=O)c1cn2ccccc2n1,i,i,i,i,i,-8,-3,11,i,8,-1
CC(C)CCc1noc(CN2CCC(CCN3CCCC3=O)CC2)n1,i,i,i,i,i,-12,3,-8,i,-4,2
CC(C)NC(=O)c1noc2cc([N+](=O)[O-])ccc12,i,i,i,i,i,-9,-1,9,i,-4,-2
NS(=O)(=O)c1ccc(CCNCC(=O)NCc2ccccc2Cl)cc1,i,i,i,i,i,-6,1,-4,i,-1,0
O=c1cc(NCC2CCCO2)[nH]c(=O)n1-c1ccc(Cl)cc1 (stereo unspecified),i,i,i,i,i,-5,1,5,i,0,-6
CCCS(=O)(=O)N1CCC(C(=O)N2CCOCC2)CC1,i,i,i,i,i,-2,1,-2,i,0,5
Cc1c(C(c2ccccc2)c2c(C)n(C)n(-c3ccccc3)c2=O)c(=O)n(-c2ccccc2)n1C,i,i,i,i,i,-14,0,2,i,1,10
Cc1nc(NC(=O)c2ccc(Br)o2)sc1C,i,i,i,i,i,-6,0,0,i,0,1
O=C1NC(=Nc2ccccc2)SC1(CO)CO,.,i,i,i,i,-1,-1,-8,i,-2,1
Cc1ccc(S(=O)(=O)N2CCC(=O)N(C(COCc3ccc(Cl)cc3)C(C)C)CC2)cc1 (stereo unspecified),i,i,i,i,i,-13,1,3,i,-4,2
COc1ccc(-c2cc(C(F)(F)F)n3nc(C(=O)N4CCCCC4)cc3n2)cc1OC,i,i,i,i,i,-11,-1,6,i,2,-8
O=C(CSc1nnc(CNC(=O)c2c(F)cccc2Cl)o1)NCc1ccc(F)cc1,i,i,i,i,i,-6,.,0,i,-3,2
Cc1ccsc1CNn1cnnc1SCc1ccccc1F,i,i,i,i,i,-12,1,-2,i,0,13
O=C(COc1ccccc1)N/N=C/c1ccc(O[C@@H]2O[C@H](CO)[C@@H](O)[C@H](O)[C@H]2O)cc1,i,i,i,i,i,-9,-1,3,i,0,8
Cc1cccc(NC(=O)CSc2nnnn2C)n1,i,i,i,i,i,-8,-3,-1,i,3,-7
CCOC(=O)C1CCCN(S(=O)(=O)c2cccc3nsnc23)C1 (stereo unspecified),i,i,i,i,i,-3,-1,3,i,2,-6
CC(C)(O)C#Cc1ccc(CN2CCN(C3CCCC3)C(CCO)C2)cc1 (stereo unspecified),i,i,i,i,i,-15,-1,1,i,-1,.
Cn1c2ccccc2c2nnc(SC3CCOC3=O)nc21 (stereo unspecified),i,i,i,i,i,-9,0,2,i,-1,-1
CC(=O)Nc1ccc(/C=C/C(=O)c2ccc3c(c2)OCCO3)cc1,i,i,i,i,i,-10,4,6,i,-4,0
CC(=O)Nc1ccc(NC(=O)CSc2nnc3ccc(-c4ccccn4)nn23)cc1,i,i,i,i,i,-14,1,-7,i,1,0
O=C(NCc1ccccc1)c1ccc(S(=O)(=O)NCc2ccco2)cc1,i,i,i,i,i,-8,.,0,i,1,-6
O=C(CSc1nnc(-c2cccs2)o1)NCC1CN(Cc2ccccc2)CCO1 (stereo unspecified),i,i,i,i,i,-6,3,1,i,-1,2
COC(=O)c1c(NC(=O)C(C)(C)C)sc2c1C(C(=O)OC)CC2 (stereo unspecified),i,i,i,i,i,-9,1,-3,i,0,2
COc1ccc(NS(=O)(=O)c2cc(NC(=O)/C=C/c3ccccc3OC)ccc2N2CCCCC2)cc1,i,i,i,i,i,-9,3,-1,i,-1,1
CC(=O)c1c(C)[nH]c(C(=O)Nc2nc(-c3ccc(Cl)cc3)cs2)c1C,i,-8.2*,i,i,i,-25,2,-8,i,2,2
Cc1ccc(C2(C)NC(=O)N(CC(=O)Nc3ccccc3N3CCCC3)C2=O)cc1 (stereo unspecified),i,i,i,i,i,-7,2,-2,i,-4,2
CCOC(=O)c1c(NC(=O)C2C3CCC(O3)C2C(=O)O)sc2c1CCC(CC)C2 (stereo unspecified),i,i,i,i,i,-10,4,1,i,-4,-6
CCS(=O)(=O)N1CCN(Cc2ccncc2)CC1,i,i,i,i,i,-7,0,0,i,-4,-3
O=C(COC(=O)c1ccc(=O)[nH]c1)Nc1cccc(S(=O)(=O)N2CCOCC2)c1,i,i,i,i,i,-6,0,-9,i,4,1
COC(=O)c1cc(NS(=O)(=O)c2ccc(N3CCCCC3)c([N+](=O)[O-])c2)cc(C(=O)OC)c1,i,i,i,i,i,0,2,5,i,.,7
O=C(CC1SC(=O)N(c2ccccc2)C1=O)Nc1ccc(Cl)cc1 (stereo unspecified),i,i,i,i,i,-2,-3,45*,i,1,.
Cc1cccc(C)c1Nc1c(-c2ccc(N3CCOCC3)cc2)nc2cnccn12,i,i,i,i,i,-8,-1,-3,i,0,0

# HDAC3 inhib, entries above that show a hit.
SMILES | PolyA inh | KCNK9 inh | KCNK3 inh | GSK3beta inhib | HDAC3 inhib | KCNQ1 block | GSK3 alpha inh | DYRK1A inh
O=C(CC1SC(=O)N(c2ccccc2)C1=O)Nc1ccc(Cl)cc1 (stereo unspecified) | i | i | i | -3 | 45* | i | 1 | .

# (cont.)
SMILES,PolyA inh,RGS4 pot,KCNK9 inh,KCNQ1 pot,KCNK3 inh,hERG rescue,GSK3beta inhib,HDAC3 inhib,KCNQ1 block,GSK3 alpha inh,DYRK1A inh
O=C(O)CSc1nc2ccccc2c(=O)[nH]1,.,i,i,i,i,-8,1,6,i,-2,-4
Cc1c(C(=O)OC(C)C(C)C[N+](C)(C)C)oc2ccccc12 (stereo unspecified),i,-8.4*,i,i,i,-3,-9,2,i,-2,4
CCOc1cc(C(=O)OCC(=O)Nc2c(C)cccc2C)ccc1OCC(=O)N1CCOCC1,i,i,i,i,i,-9,4,1,i,0,-5
Cc1ccccc1C(=O)Nc1nnc(-c2ccco2)o1,i,i,i,i,i,-12,2,-1,i,-3,.
N#Cc1ccc(C(=O)Nc2nnc(-c3ccccn3)o2)cc1,i,i,i,i,i,-9,0,7,i,1,6
CCCc1cc(-c2nc(N)ncc2-c2ccc3c(c2)OCCCO3)c(O)cc1OC,i,-9.2*,i,i,i,-14,2,?,7*,-1,-10
Clc1cccc(CSc2ccc(-c3ccco3)nn2)c1,i,i,i,i,i,-11,1,-3,i,-3,.
Cc1ccccc1Cn1cc(NC(=O)c2cc3nc(-c4ccco4)cc(C(F)(F)F)n3n2)cn1,i,i,i,i,i,-20,2,9,i,3,-7
CCOc1ccc(NC(=O)CN(C)C(=O)c2cc([N+](=O)[O-])ccc2N2CCCCC2)cc1OCC,i,i,i,i,i,-7,-3,2,i,0,15
CCN(CC)S(=O)(=O)c1cccc(C(=O)OCC(=O)N2CC(=O)Nc3ccccc32)c1,i,i,i,i,i,-13,2,3,i,-2,15
COc1ccc(NS(=O)(=O)c2cc(NC(=O)c3ccco3)ccc2N2CCCC2)cc1,i,i,i,i,i,-5,4,1,i,-1,2
Cc1ccc(S(=O)(=O)N2CCN(C(=O)C3CCCC3)CC2)cc1C,i,i,i,i,i,-1,-4,8,i,-4,6
CCN(CC)C(=O)CSc1nc2ccccc2c(=O)n1CCC(=O)N1CCN(c2ccccc2)CC1,i,i,i,i,i,-5,-1,-2,i,-4,-8
COc1ccc(-n2nnnc2SCC(=O)Nc2nnc(C)s2)cc1,i,i,i,i,i,-11,1,2,i,-1,-11
CN(C)S(=O)(=O)N(CC(=O)N1CCOCC1)c1ccccc1,i,i,i,i,i,-10,-23,-1,i,0,-4
COc1ccccc1N(CC(O)CN1C(C)CCCC1C)S(=O)(=O)c1ccccc1 (stereo unspecified),i,i,i,i,i,-5,1,6,i,0,-1
Nc1c(C(=O)Nn2cnnc2)cc([N+](=O)[O-])cc1[N+](=O)[O-],i,i,i,i,.,-3,4,1,i,-3,.
Cc1cccc2cc(C#N)c(NCCNC(=O)NC3CCCCC3)nc12,i,i,i,i,i,-4,1,-10,i,1,1
CC(=O)N1CCc2cc(S(=O)(=O)NC(CC(C)C)C(=O)N3CCCC3)ccc21 (stereo unspecified),i,i,i,i,i,-6,2,-4,i,-2,-1
COc1cccc(NC(=O)CSCc2n[nH]c(=O)[nH]2)c1,i,i,i,i,i,0,-2,.,i,2,-3
O=C(/C=C/c1cc(Br)ccc1O)c1ccco1,i,i,i,i,-9.8*,-23,2,.,i,-1,8
COc1cccc(C(=O)NCCCNC(=O)c2ccccn2)c1,i,i,i,i,i,-8,0,-2,i,1,2
Cc1ccc(C(=O)COC(=O)CNS(=O)(=O)c2ccc(C)cc2)cc1,i,i,i,i,i,-10,0,2,i,1,-5
Cc1ccc2nc(Cl)c(C3CC(c4cccs4)=NN3C(=O)CCCC(=O)O)cc2c1 (stereo unspecified),i,i,i,i,i,-4,4,-6,i,-2,-5
O=C(C1=C(O)C(=O)N(Cc2ccco2)C1c1cccc(O)c1)c1ccco1 (stereo unspecified),i,i,i,i,i,-4,-2,2,i,-1,-7
S=c1[nH]nc(COc2ccc(Cl)cc2)n1-c1ccccc1,i,i,i,i,i,-10,-2,4,i,-2,2

# Compound activity from PubChem.
